# Compound activity from PubChem.
# Luciferase inh: inhibitors of firefly luciferase. Potency, µM (highest dose often 57.1 µM), inactives show at the top dose activity change, negative = inhibition, most hits filed as inhibitors. 72,000 compounds, 2.2% hits. AID 411. purified firefly luciferase, luminescence, 8 min; note: potency is the fitted concentration of half-maximal effect; % is set by controls: 0 for no effect and ±100 for the full control effect; nearly all actives have a fitted effect of over 40% in size
# Target sequence (P08659 whole entry, looked up): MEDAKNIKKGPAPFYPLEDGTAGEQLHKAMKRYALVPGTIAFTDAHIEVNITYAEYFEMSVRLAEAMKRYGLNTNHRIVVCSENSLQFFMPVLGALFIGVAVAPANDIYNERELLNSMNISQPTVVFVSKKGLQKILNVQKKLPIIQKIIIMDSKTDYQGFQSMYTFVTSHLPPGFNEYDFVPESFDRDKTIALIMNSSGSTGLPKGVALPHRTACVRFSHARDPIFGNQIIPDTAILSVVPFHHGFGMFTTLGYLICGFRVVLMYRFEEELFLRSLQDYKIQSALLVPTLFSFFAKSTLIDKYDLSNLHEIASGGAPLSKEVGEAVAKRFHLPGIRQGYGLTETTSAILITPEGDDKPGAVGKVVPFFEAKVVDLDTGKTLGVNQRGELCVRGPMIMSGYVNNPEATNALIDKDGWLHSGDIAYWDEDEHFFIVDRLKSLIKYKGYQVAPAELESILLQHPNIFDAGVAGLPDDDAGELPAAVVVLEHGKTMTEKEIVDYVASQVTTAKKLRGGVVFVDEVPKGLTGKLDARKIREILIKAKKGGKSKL
#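 Luminescence read-out after 8 min at room temperature; enzyme reaction used luciferin plus 10 uM ATP (linear range) in imidazole buffer pH 7.2 with KCl, MgCl2, Tween 20 and BSA. Each sample was run as a titration.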
# Tau fil binding: tau filament binding | P10636 | recombinant tau filaments, thioflavin S fluorescence, 15 h; filaments grown with octadecylsulfate alongside compound | Potency, µM (highest dose often 57.1 µM), without a hit: at the highest dose activity change, negative = inhibition | 71,000 compounds, 2% hits | AID 596;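 note: potency is the fitted concentration of half-maximal effect; % is set by controls: 0 for no effect and ±100 for the full control effect; actives lower thioflavin S fluorescence by blocking filaments or displacing dye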
#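 ThS-based fibril read: tau 1 uM final, inducer ODS 30 uM final, 37 C for 15 h, ex 450/em 510 nm.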
# HADH2 inh: blocks human hydroxyacyl-CoA dehydrogenase type II. Q99714. 73,000 compounds, 3.4% hits. recombinant HADH2, NADH fluorescence, beta-hydroxybutyryl-CoA. Potency, µM (doses to about 57.1 µM), inactives show at the top dose activity change, negative = inhibition, actives largely listed as inhibitors. AID 886; note: potency is the fitted concentration of half-maximal effect; % is set by controls: 0 for no effect and ±100 for the full control effect; nearly all actives have a fitted effect of over 60% in size; many of its hits are not listed in these tables
# Target sequence (Q99714 whole entry, looked up, one chain of several): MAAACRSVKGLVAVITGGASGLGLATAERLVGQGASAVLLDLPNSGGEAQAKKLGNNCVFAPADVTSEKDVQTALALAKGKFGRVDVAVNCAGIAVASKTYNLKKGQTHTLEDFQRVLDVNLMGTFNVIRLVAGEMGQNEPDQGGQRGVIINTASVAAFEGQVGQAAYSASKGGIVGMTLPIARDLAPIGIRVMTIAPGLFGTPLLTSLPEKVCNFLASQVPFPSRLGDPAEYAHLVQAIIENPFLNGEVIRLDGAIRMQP
#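 Activity measured as NADH fluorescence gain (360/450 nm), taken as the change between first and last reads of a 4-min kinetic run. Conditions: pH 9.0 Tris buffer, 20 nM E. coli-expressed His-tagged enzyme, 1 mM NAD+, 90 uM beta-hydroxybutyryl-CoA; 15-min compound preincubation.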
# HBB splicing: modulators of hemoglobin beta chain splicing | HBB splicing reporter cell assay, activation; EGFP reporter with mutant IVS2-654 intron; response scale: normalised to 500 nM splice-correcting PNA | Potency, µM (highest dose often 46.1 µM), for the others: at the highest dose activation, most hits filed as activators | 65,000 compounds, 0.06% hits | AID 925; note: potency is the fitted concentration of half-maximal effect; 0% is about no effect
#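 HeLa cells stably expressing EGFP interrupted by mutant beta-globin intron 2 (IVS2-654), 500/well in 2% FCS. Treated with compound for 2 days at 37C. Splicing correction scored as total well GFP intensity (488 nm excitation, 500-520 nm emission); 500 nM antisense PNA served as control.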
# CRE Fsk mod: modulators of forskolin-stimulated CRE signaling in CHO cells | CHO CRE-bla reporter (cAMP response element driving beta-lactamase), forskolin EC10, beta-lactamase ratio | Potency, µM (titrated, usually from 38.2 µM), for the others: at the highest dose activity change, negative = inhibition, usual class: activators | 71,000 compounds, 2.5% hits; active = well fitted activation curve with a large enough effect in the signal ratio, with a control signal flat, not every such curve was filed as active; inconclusive = small, poorly fitted or top-dose-only effect, or effect the other way, or a change in a side signal; the % refers to the signal ratio; note: potency is the fitted concentration of half-maximal effect; % of control where 0% means no effect
#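 Forskolin analogue NKH 477 at EC10 stimulated CRE-driven beta-lactamase in CHO cells alongside compound dilution series. Beta-lactamase was measured with CCF4, excitation 405 nm, emission ratio 460/530 nm.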
# Ub-GFP proteasome: inhibits proteasome, raising ubiquitin-GFP reporter fluorescence; 67,000 tested, under 10 active; AID 526; Ubiquitin-GFP reporter cells, proteasome inhibition, GFP fluorescence; response scale: untreated = 0%, 10 µM MG-132 = 100%; Potency, µM (top dose mostly 45.9 µM), for inactives: at the top dose activation (GFP accumulation), hits mostly activators; active = well fitted activation curve with a large enough effect, not every such curve was filed as active; inconclusive = small, poorly fitted or top-dose-only effect, or another doubt; inactive = no such curve, though single readings can be large or run the other way; note: potency is the fitted concentration of half-maximal effect
#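 GFP accumulation read-out: laser plate cytometry counting ubiquitin(G76V)-GFP-expressing U2OS cells after 4 hr compound exposure at 37 °C. Titrations spanned 46 uM to 2.9 nM; 0% = basal, 100% = 10 uM MG-132; concentration-response curves fitted.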
# Epigenetic mod: epigenetic modulators derepressing GFP locus in mouse cells; Potency, µM (titrated, usually from 46.1 µM), for inactives: top-dose GFP derepression (activation); mouse C127i GFP locus derepression, cytometry, 30 h; 68,000 compounds, 0.09% hits; note: % of control where 0% means no effect
#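 Murine C127i mammary cells carrying a silenced, stably integrated CMV-driven GFP reporter were treated with compound for 30 hours at 37 C. After PBS washes, GFP-positive cells were counted by laser-scanning microplate cytometry.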
# ERK AVP inh: inhibitors of vasopressin-stimulated ERK signaling pathway | 72,000 compounds, 0.99% hits | HEK293-V1b, vasopressin-stimulated pERK AlphaScreen | Potency, µM (highest dose often 57.5 µM), without a hit: at the highest dose activity, negative = inhibition, usual class: inhibitors; note: potency is the fitted concentration of half-maximal effect; % is set by controls: 0 for no effect and ±100 for the full control effect; nearly all actives have a fitted effect of over 55% in size
#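 HEK293 cells stably expressing V1b receptor, seeded overnight in 1% FBS, were treated with compounds for 30 min at 37C, then stimulated 5 min with 25 nM vasopressin; phospho-ERK read by AlphaScreen SureFire after lysis.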
# Pol III holo inh: blocks replication by bacterial DNA polymerase III holoenzyme; reconstituted DNA polymerase III holoenzyme replication, biochemical; 71,000 compounds, 0.25% hits; Potency, µM (top dose mostly 57.1 µM), for inactives: at the highest dose activity change, negative = inhibition; AID 603; note: potency is the fitted concentration of half-maximal effect; % is set by controls: 0 for no effect and ±100 for the full control effect
#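 Reconstituted *E. coli* holoenzyme (0.35 nM Pol III, 1 nM beta, 154 nM SSB, 2 nM primase) was preincubated with compound for 15 min at RT. Synthesis on 1.4 nM ssM13Gori ran 35 min, then was stopped with PicoGreen/EDTA and read as dsDNA fluorescence.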
# 15-hLO inh: blocks human 15-lipoxygenase activity; P16050; 74,000 compounds, 1.4% hits; purified 15hLO-1, xylenol orange hydroperoxide absorbance; Potency, µM (doses to about 57.1 µM), for inactives: top-dose activity change, negative = inhibition, hits mostly inhibitors; note: potency is the fitted concentration of half-maximal effect; % is set by controls: 0 for no effect and ±100 for the full control effect; nearly all actives have a fitted effect of over 55% in size
#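 Compounds were preincubated 15 min at room temperature with 40 nM purified human enzyme (25 mM Hepes pH 7.5, 0.01% Triton X-100); 50 uM arachidonic acid reacted 6 min. Fe-xylenol orange detection, 30 min, absorbance ratio 573/405 nm.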
# Hsp90 Hop PPI: changes Hsp90-Hop TPR2A binding signal, up or down. AlphaScreen TPR2A-His6 binding biotin-Hsp90 C-terminal peptide. 71,000 compounds, 0.44% hits. Potency, µM (series often up to 57 µM), without a hit: at the top dose activity change, negative = inhibition; active = well fitted curve in either direction with a large enough effect; inconclusive = small, poorly fitted or top-dose-only effect, or another doubt; note: potency is the fitted concentration of half-maximal effect; % is set by controls: 0 for no effect and ±100 for the full control effect; many of its hits are not listed in these tables
# * = called active by the depositor; ? = inconclusive; . = not tested or not shown; [ ] = remark or other dose. Unless noted, calls come from the whole dose curve; as a rule, active = well fitted curve in the direction sought with a large enough effect; inconclusive = small, poorly fitted or top-dose-only effect, or another doubt; inactive = no such curve, though single readings can be large; an effect the other way counts as inactive or inconclusive. An excerpt; count on the stated rates, not on these rows.
SMILES,Luciferase inh,Tau fil binding,HADH2 inh,HBB splicing,CRE Fsk mod,Ub-GFP proteasome,Epigenetic mod,ERK AVP inh,Pol III holo inh,15-hLO inh,Hsp90 Hop PPI
CC(C(=O)Nc1cccnc1)N1C(=O)C2C3C=CC(C3)C2C1=O (centres undefined),0%,-11%,5%,-0.9%,?,-5%,-2%,6%,-1%,14%,-6%
Cc1noc(C(=O)N2CCN(c3ccc(F)cc3)CC2)c1Cl,2%,-17%,-3%,0.1%,-6%,-6%,0%,-4%,3%,2%,3%
CC(C)OCCCn1c(=S)[nH]c2ccc(N3CCOCC3)cc2c1=O,-2%,9%,-14%,9.3%[0.369 µM],4%,-3%,0%,8%,-2%,1%,-2%
Cn1c(=O)c2c(nc(SCC(=O)NCC3CCCO3)n2C)n(C)c1=O (centres undefined),-1%,-6%,-15%,-0.3%[57.5 µM],7%,2%,-1%,-18%,-3%,6%,-1%
COc1ccc(S(=O)(=O)Nc2ccc(CC#N)cc2)cc1,3%,7%,-6%,-1.1%,-10%,5%,0%,-28%,-4%,1%,-3%
Cc1c(C(=O)OCCOC(C)C)[nH]c2c1C(=O)CC(c1ccco1)C2 (centres undefined),1%,-4%,8%,-0.9%,0.5µM*,7%,-3%,?,-3%,-11%,-8%
COc1cc(SC)ccc1C(=O)Nc1ccccc1C#N,0%,65%,-2%,1.6%,?,-4%,5%,?,-5%,0%,3%
CC1CCc2[nH]nc(C(=O)O)c2C1 (centres undefined),4%,-6%,-4%,1.8%,-14%,-2%,-4%,-3%,-3%,9%,0%
Cn1c(=O)c2[nH]c(CCCCc3nc4c([nH]3)c(=O)n(C)c(=S)n4C)nc2n(C)c1=S,3%[11.4 µM],16%[11.4 µM],-13%[11.4 µM],1.2%[9.22 µM],2%[7.6 µM],-8%[9.17 µM],-3%[9.22 µM],-6%[11.5 µM],-7%[11.4 µM],8%[11.4 µM],-3%[11 µM]
CN(C)CCNS(=O)(=O)c1ccc(Cl)cc1,-1%,-6%,2%,-1.4%,-3%,-3%,3%,3%,-10%,0%,-3%
Cc1ccc2nc3ccc(N4CCCC4)nn3c(=O)c2c1,?,-24%,-11%,-1.7%,?,-9%,2%,7%,0%,25µM*,-1%
Cn1c(=O)c2c(nc(NCCCN3CCOCC3)n2Cc2ccc(Cl)cc2Cl)n(C)c1=O,0%,-16%,15%,6.2%[0.369 µM],11%,.,0%,?,-2%,7%,-3%

# For reference, six of the compounds above:
SMILES,Luciferase inh,Tau fil binding,HADH2 inh,HBB splicing,CRE Fsk mod,Ub-GFP proteasome,Epigenetic mod,ERK AVP inh,Pol III holo inh,15-hLO inh,Hsp90 Hop PPI
COc1ccc(S(=O)(=O)Nc2ccc(CC#N)cc2)cc1,3%,7%,-6%,-1.1%,-10%,5%,0%,-28%,-4%,1%,-3%
Cc1c(C(=O)OCCOC(C)C)[nH]c2c1C(=O)CC(c1ccco1)C2 (centres undefined),1%,-4%,8%,-0.9%,0.5µM*,7%,-3%,?,-3%,-11%,-8%
COc1cc(SC)ccc1C(=O)Nc1ccccc1C#N,0%,65%,-2%,1.6%,?,-4%,5%,?,-5%,0%,3%
CC1CCc2[nH]nc(C(=O)O)c2C1 (centres undefined),4%,-6%,-4%,1.8%,-14%,-2%,-4%,-3%,-3%,9%,0%
Cn1c(=O)c2[nH]c(CCCCc3nc4c([nH]3)c(=O)n(C)c(=S)n4C)nc2n(C)c1=S,3%[11.4 µM],16%[11.4 µM],-13%[11.4 µM],1.2%[9.22 µM],2%[7.6 µM],-8%[9.17 µM],-3%[9.22 µM],-6%[11.5 µM],-7%[11.4 µM],8%[11.4 µM],-3%[11 µM]
CN(C)CCNS(=O)(=O)c1ccc(Cl)cc1,-1%,-6%,2%,-1.4%,-3%,-3%,3%,3%,-10%,0%,-3%

# (further entries)
SMILES,Luciferase inh,Tau fil binding,HADH2 inh,HBB splicing,CRE Fsk mod,Ub-GFP proteasome,Epigenetic mod,ERK AVP inh,Pol III holo inh,15-hLO inh,Hsp90 Hop PPI
NC(=O)CSc1nc(O)cc(=O)n1-c1ccccc1,1%,15%,-7%,-0.2%,-7%,0%,0%,-10%,-5%,6%,-2%
COC(C)(C)c1cc(C(C)(C)C)nc(N)n1,-2%,-18%[11.4 µM],?,-0.6%[0.0738 µM],31%[7.6 µM],8%[9.17 µM],0%,-16%,0%[11.4 µM],3%[11.4 µM],-5%[11 µM]
COc1ccccc1CC(=O)NCc1ccc2c(c1)OCO2,-3%,-18%,-5%,-0.5%,3%,-1%,-1%,?,-8%,-4%,-1%
CCC1CCCCN1S(=O)(=O)c1ccc(S(=O)(=O)N(Cc2cccs2)C2CC2)cc1 (centres undefined),-2%,-12%,1%,.,11%,0%,-1%,52%[activator],-2%,1%,?
O=C(CN1C(=O)C2CCc3[nH]c4ccccc4c3C2C1=O)N1CCCC1 (centres undefined),0%,42%,-15%,-0.2%[57.5 µM],-7%,-1%,-2%,-21%,?,-25%,-4%
COc1ccc(CNC(=O)c2c(O)c3ccccc3n(C)c2=O)cc1OC,2%,13%,16%,4.4%,?,-2%,0%,9%,-3%,-10%,-3%
CCOc1ccc2cc(S(=O)(=O)N3CCN(C)CC3)ccc2c1,2%,4%,18%,-0.4%,-17%,12%,-3%,-23%,-7%,2%,-3%
CN(Cc1nc(-c2cccnc2)no1)S(=O)(=O)c1ccc(Br)cc1,2%,0%,7%,-1.3%,-2%,7%,-2%,-6%,-9%,0%,-2%
Clc1ccc2nc(CN3CCCCC3)cn2c1,2%,-3%,1%,4.4%[0.369 µM],9%,.,-2%,-9%,-2%,4%,-2%
Cc1cccc(CNc2nc(-c3ccoc3)nc3ccccc23)c1,1%[2.29 µM],16µM*,-30%,3.4%,-10%,1%,-3%[9.22 µM],?,-10%,-12%,-6%
CCOC(=O)C1=C[C@@]2(CC)CCCN3CCc4c(n1c1ccccc41)[C@H]32,-1%,?,-1%,-1.0%[20.6 µM],?,7%,-3%,-5%,-2%,?,-2%
CCCn1c(=O)c(C(=O)Nc2ccncc2)c(O)c2ccccc21,2%,30%,-5%,1.5%,-4%,-13%,2%,-17%,-4%,1%,-2%
CC(=O)Oc1ccc(N(C(C)=O)S(=O)(=O)c2cccs2)cc1,-1%,-2%,?,0.4%,-1%,10%,0%,-12%,-2%,9%,0%
O=C(c1csnn1)N1CCC[C@@]2(CCN(c3cccc(-c4ccccc4)c3)C2)C1,0%[11.4 µM],?,3%,0.6%,-10%,-3%,0%[9.22 µM],11%,-10%,-26%,?
COc1ccc(N2CCN(C(=O)CCCOc3cc(=O)n(C)c4ccccc34)CC2)cc1,-2%,-8%,7%,-1.1%,?,-3%,0%,19%,-6%,-8%,-5%
CC1CCN(CCCNC(=O)COc2cc(=O)n(C)c3ccccc23)CC1,1%,12%,1%,7.9%,-3%,-7%,7%,12%,-6%,1%,-3%
CC(C)CCn1nnnc1C(c1ccc(F)cc1)N1CCC(C(N)=O)CC1 (centres undefined),1%,-14%,7%,.,0%,4%,0%,13%,-5%,-16%,-3%
O=C(NC1CC2CCC1C2)C1CCN(S(=O)(=O)c2ccc(-c3nn[nH]n3)cc2)CC1 (centres undefined),1%,-3%,9%,.,?,-1%,-1%,-9%,-1%,-5%,0%
CN1CCc2cc3c(cc2[C@@H]1[C@@H]1C(=O)Oc2c1ccc1c2OCO1)OCO3,2%,-7%,13%,.,-3%,0%,-1%,-2%,-4%,-2%[25.6 µM],-1%
O=C(Cn1cc(C(F)(F)F)ccc1=O)N1CCN(S(=O)(=O)c2ccc(Cl)cc2)CC1,2%,-8%,14%,-0.2%[57.5 µM],-3%,-1%,1%,3%,-1%,6%,2%
CCCCC(CC)COC(=O)CCCCC(=O)OCC(CC)CCCC (centres undefined),.,-6%,2%,0.7%,-11%,.,.,-17%,-8%,-6%,?
